High-throughput results: PubChem BioAssay, Broad Institute
TcdB GH inh – TcdB glycohydrolase inhibitors, primary screen, biochemical, single point, plate reader | TcdB glycohydrolase enzymatic assay | Toxin B (Clostridioides difficile), P18177 | 350,000 compounds, 0.24% hits | AID 652162, 2013 | inhibition, % at 9.99 µM; in the data active = inhibition above about 10%
Starred values were filed as active, the others as inactive. This is a subset (hit frequency here may not be typical).

SMILES | TcdB GH inh
O=C(Cc1ccccc1)N1C[C@H]2[C@@H](c3ccccc31)[C@@H](CO)N2C(=O)Nc1ccc(F)cc1 | 4.0
C[C@H](CO)N1C[C@H](C)[C@H](CN(C)Cc2ccccc2F)Oc2cc(C#CCN(C)C)ccc2S1(=O)=O | -0.3
COCC(=O)N1[C@H](C#N)[C@@H](c2ccccc2C2=CCCC2)[C@@H]1CO | -14
CNC[C@@H]1OCCCC[C@@H](C)Oc2ccc(NC(=O)NC(C)C)cc2C(=O)N([C@H](C)CO)C[C@@H]1C | -0.7
C[C@H]1CCCCO[C@H](CN(C)S(=O)(=O)c2ccc(Cl)cc2)[C@@H](C)CN([C@@H](C)CO)C(=O)c2cc(NC(=O)c3ccncc3)ccc2O1 | -0.6
O=C(Cc1ccccn1)N[C@@H]1CC[C@@H](CCn2cc(-c3cccnc3)nn2)O[C@H]1CO | 0.1
COc1ccc(CN(C)C[C@H]2OCCCC[C@@H](C)Oc3ccc(NS(=O)(=O)c4ccc(Cl)cc4)cc3C(=O)N([C@H](C)CO)C[C@@H]2C)cc1 | -0.4
CCCNC(=O)N(C)C[C@@H]1Oc2ncc(C#Cc3ccncc3)cc2C(=O)N([C@H](C)CO)C[C@@H]1C | 0.5
Cc1ccc(S(=O)(=O)Nc2ccc3c(c2)C(=O)N([C@@H](C)CO)C[C@H](C)[C@H](CN(C)C(=O)Nc2cccc4ccccc24)OCCCC[C@@H](C)O3)cc1 | -4.5
Cc1ccc(S(=O)(=O)Nc2ccc3c(c2)C(=O)N([C@H](C)CO)C[C@H](C)[C@@H](CN(C)C(=O)Nc2cccc4ccccc24)OCCCC[C@@H](C)O3)cc1 | -0.2
C[C@@H]1CN([C@H](C)CO)C(=O)c2cc(-c3ccccc3)cnc2O[C@@H]1CN(C)Cc1ccccn1 | -9.9
C[C@@H]1CN([C@@H](C)CO)C(=O)c2cccc(NC(=O)Nc3ccccc3)c2O[C@@H]1CN(C)Cc1ccccc1 | -1.3
C[C@H]1CN([C@@H](C)CO)C(=O)Cc2cc(NC(=O)Cc3ccccc3)ccc2O[C@H]1CN(C)Cc1ccccc1 | 0.6
CCNC(=O)C[C@H]1CC[C@H]2[C@H](COc3ccc(NC(=O)c4cccs4)cc3C(=O)N2C)O1 | 0.1
N#C[C@H]1[C@H](c2ccc(C3=CCCCC3)cc2)[C@@H](CO)N1S(=O)(=O)c1ccccc1 | 2.8
CO[C@@H]1CN(C)C(=O)c2cc(NS(C)(=O)=O)ccc2OC[C@H](C)N(C(=O)CC2CC2)C[C@H]1C | -0.6
CCCC(=O)Nc1ccc2c(c1)C(=O)N(C)[C@H]1CC[C@H](CC(=O)NCC3CC3)O[C@@H]1CO2 | -18
C[C@H](O)C#Cc1cnc2c(c1)C(=O)N([C@H](C)CO)C[C@H](C)[C@@H](CN(C)C(=O)Nc1ccc(F)cc1)O2 | 0.2
C[C@H](CO)N1C[C@H](C)[C@@H](CN(C)C(=O)Nc2ccc(F)cc2)Oc2c(cccc2N(C)C)C1=O | 1.2
CO[C@H]1CC[C@H]2CCN(C)C(=O)[C@@H](C)N(C)C(=O)c3cccc(C#N)c3OC[C@@H]1O2 | 0.0
COc1cccc(S(=O)(=O)N2CC3(CN[C@H](CO)c4c3c3ccc(OC)cc3n4C)C2)c1 | -0.3
CO[C@@H]1CN(C)C(=O)c2ccc(NC(=O)c3cc(C)on3)cc2OC[C@H](C)NC[C@@H]1C | -0.2
COc1ccc(NC(=O)Nc2ccc3c(c2)C(=O)N([C@@H](C)CO)C[C@@H](C)[C@H](CN(C)S(=O)(=O)c2ccc(Cl)cc2)OCCCC[C@@H](C)O3)cc1 | -0.5
C[C@H]1CN([C@@H](C)CO)C(=O)c2cc(C#CCN(C)C)cnc2O[C@@H]1CN(C)C(=O)Nc1cc(F)ccc1F | -0.1
CN1C(=O)c2cc(NC(=O)c3ccc(Cl)cc3)ccc2OC[C@@H]2O[C@H](CC(=O)NCc3cccc(F)c3)CC[C@H]21 | -0.3
CC(=O)NC[C@H]1[C@@H](c2ccc(-c3ccccc3F)cc2)[C@@H](CO)N1C(=O)C1CC1 | -0.2
C[C@H](CO)N1C[C@H](C)[C@H](CN(C)Cc2ccc(C(F)(F)F)cc2)Oc2ccc(NS(C)(=O)=O)cc2C1=O | 0.7
C[C@H]1CN([C@@H](C)CO)C(=O)Cc2cc(NS(=O)(=O)c3ccc(F)cc3)ccc2O[C@@H]1CN(C)CC1CC1 | 0.4
C[C@@H]1CN([C@@H](C)CO)S(=O)(=O)c2ccc(C#CC(C)(C)O)cc2O[C@H]1CN(C)Cc1ccc(-c2ccccc2)cc1 | -0.7
CCC(=O)N(C)C[C@@H]1[C@@H](c2ccc(C3=CCCC3)cc2)[C@H](CO)N1C(=O)CC | -0.2
COc1ccccc1NC(=O)N(C)C[C@@H]1OCc2ccccc2-c2c(n(C)c3ccccc23)C(=O)N([C@@H](C)CO)C[C@@H]1C | 2.0
COc1ccc2c3c([nH]c2c1)[C@@H](CO)N(C(=O)c1ccncc1)CC31CN(C)C1 | 0.4
C[C@@H]1CN([C@H](C)CO)C(=O)c2cccc(NS(=O)(=O)c3ccccc3)c2O[C@H]1CN(C)C(=O)Nc1ccc2c(c1)OCO2 | -0.9
COc1ccc(S(=O)(=O)Nc2ccc3c(c2)C(=O)N([C@H](C)CO)C[C@H](C)[C@@H](CN(C)C(=O)Nc2ccc4c(c2)OCO4)OCCCC[C@@H](C)O3)cc1 | 0.5
Cc1ccc(-c2cnc3c(c2)C(=O)N([C@H](C)CO)C[C@H](C)[C@H](CN(C)C(=O)Cc2cccnc2)O3)cc1 | 0.5
N#C[C@H]1[C@@H](c2ccc(C#CC3CC3)cc2)[C@@H](CO)N1C(=O)c1cccc(F)c1 | 0.9

Shown as tab-separated lines: part of the list above.
Molecule	TcdB GH inh
CO[C@@H]1CN(C)C(=O)c2ccc(NC(=O)c3cc(C)on3)cc2OC[C@H](C)NC[C@@H]1C	-0.2
COc1ccc(NC(=O)Nc2ccc3c(c2)C(=O)N([C@@H](C)CO)C[C@@H](C)[C@H](CN(C)S(=O)(=O)c2ccc(Cl)cc2)OCCCC[C@@H](C)O3)cc1	-0.5

Continuation:
SMILES | TcdB GH inh
C[C@H]1CCCCO[C@@H](CN(C)Cc2ccncc2)[C@@H](C)CN([C@@H](C)CO)C(=O)c2cc(NC(=O)c3ccncc3)ccc2O1 | -0.9
CCCNC(=O)N1C[C@@H](O)COC[C@H]2O[C@H](CC(=O)N3CCOCC3)CC[C@@H]21 | -1.4
C[C@H]1CN([C@@H](C)CO)S(=O)(=O)c2ccc(-c3cncnc3)cc2O[C@@H]1CN(C)C(=O)Cc1ccncc1 | 0.6
Cn1cnc(CCNC(=O)C[C@@H]2CC[C@@H]3[C@H](COC[C@@H](O)CN3C(=O)Nc3ccccc3)O2)c1 | -1.6
COc1ccc(NC(=O)Nc2ccc3c(c2)CC(=O)N([C@@H](C)CO)C[C@@H](C)[C@H](CN(C)Cc2ccccc2)O3)cc1 | -6.8
Cc1noc(C)c1NC(=O)N(C)C[C@@H]1Oc2c(cccc2N(C)C)C(=O)N([C@H](C)CO)C[C@H]1C | -0.4
C[C@@H]1CN([C@H](C)CO)C(=O)c2cc(NS(C)(=O)=O)ccc2O[C@@H](C)CCCCO[C@H]1CN(C)Cc1ccc(C(=O)O)cc1 | -0.7
C/C=C/c1cnc2c(c1)C(=O)N([C@@H](C)CO)C[C@H](C)[C@@H](CN(C)C(=O)Nc1ccccc1F)O2 | 0.2
O=C(N[C@@H]1CC[C@H](CCNS(=O)(=O)c2ccc(Cl)cc2)O[C@@H]1CO)c1ccccn1 | -0.3
COCC(=O)N(C)C[C@H]1Oc2ncc(C#CCC3CCCC3)cc2C(=O)N([C@@H](C)CO)C[C@@H]1C | -1.8
COC(=O)C[C@H]1C[C@@H]2c3cc(NC(=O)c4ccc5c(c4)OCO5)ccc3O[C@@H]2[C@@H](CO)O1 | -1.3
COc1ccc(-c2ccc([C@H]3[C@H](CO)N4CCCCN(C(=O)c5ccc(F)cc5)C[C@@H]34)cc2)cc1 | 0.6
C[C@H](CO)N1C[C@H](C)[C@@H](CN(C)C(=O)Nc2ccc(F)cc2)Oc2ccc(NC(=O)Nc3cccc4ccccc34)cc2C1=O | -0.2
CC(C)NC(=O)N(C)C[C@@H]1Oc2cc(-c3ccncc3)ccc2S(=O)(=O)N([C@@H](C)CO)C[C@@H]1C | 0.3
CC(=O)N(C)C[C@@H]1Oc2cc(C#CC3CCCCC3)ccc2S(=O)(=O)N([C@H](C)CO)C[C@@H]1C | 0.0
COc1ccc(NC(=O)N(C)C[C@H]2Oc3c(NC(=O)C4CCOCC4)cccc3C(=O)N([C@@H](C)CO)C[C@H]2C)cc1 | 1.2
CCCNC(=O)NC[C@H]1[C@@H](c2ccc(C3=CCCC3)cc2)[C@@H](CO)N1C(=O)CC | -0.2
COc1ccc(CN(C)C[C@H]2Oc3ccc(NC(=O)CCN4CCOCC4)cc3C(=O)N([C@@H](C)CO)C[C@H]2C)cc1 | -2.0
C[C@@H]1CN([C@@H](C)CO)C(=O)c2cc(NC(=O)CCC(F)(F)F)ccc2O[C@@H](C)CCCCO[C@H]1CN(C)S(=O)(=O)c1ccccc1 | 0.6
CN(C)C(=O)[C@@H]1[C@@H](CO)[C@@H]2Cn3c(ccc(-c4ccc(F)cc4)c3=O)[C@@H]2N1C(=O)c1ccccn1 | -4.2
O=C(NCC1CC1)[C@@H]1[C@@H](CO)[C@@H]2Cn3c(ccc(-c4cccnc4)c3=O)[C@H]1N2Cc1nccs1 | 0.8
COc1ccc(S(=O)(=O)N(C)C[C@H]2Oc3cc(C#CC4CC4)ccc3S(=O)(=O)N([C@@H](C)CO)C[C@H]2C)cc1 | 0.4
COc1ccccc1-c1cccc(-c2nc(C(=O)NCc3ccncc3)cc3c2[C@H](CCO)N([S@@](=O)C(C)(C)C)C3)c1 | 0.1
C[C@@H]1CN([C@H](C)CO)S(=O)(=O)c2ccc(C#C[C@@H](C)O)cc2O[C@@H]1CN(C)C(=O)CN(C)C | -0.6
CNC[C@H]1Oc2cc(-c3cncnc3)ccc2S(=O)(=O)N([C@H](C)CO)C[C@@H]1C | -0.2
C/C=C/c1ccc([C@H]2[C@@H](CNC(=O)C3CC3)N(C(=O)NCCC)[C@H]2CO)cc1 | 0.4
C[C@@H]1CN([C@@H](C)CO)C(=O)c2cccc(NC(=O)c3ccc(-c4nccs4)cc3)c2O[C@@H]1CN(C)CC1CC1 | -0.3
COc1ccc(NC(=O)N(C)C[C@@H]2OCCCC[C@@H](C)Oc3ccc(NC(=O)Nc4ccc(C(F)(F)F)cc4)cc3C(=O)N([C@H](C)CO)C[C@@H]2C)cc1 | -1.7
C[C@H](CO)N1C[C@H](C)[C@@H](CN(C)S(=O)(=O)c2ccc(F)cc2)Oc2ncc(-c3ccncc3)cc2C1=O | -2.2
COc1cccc(S(=O)(=O)N2C[C@H](O)COC[C@@H]3O[C@@H](CC(=O)N4CCCCC4)CC[C@H]32)c1 | -0.6
Cc1ccc(S(=O)(=O)Nc2ccc3c(c2)CC(=O)N([C@H](C)CO)C[C@H](C)[C@@H](CN(C)Cc2ccc(C(=O)O)cc2)O3)cc1 | -0.2
C[C@@H]1CN([C@@H](C)CO)C(=O)c2cc(NC(=O)CCC(F)(F)F)ccc2O[C@@H]1CN(C)CC1CC1 | -0.4
CN(C)CC(=O)N1CC2(C1)[C@H](c1ccccc1)[C@H](CO)N2C(=O)C1CCCCC1 | 1.1
CCCN1C[C@@H](C)[C@@H](OC)CN(C)C(=O)c2cc(NC(=O)C3CC3)ccc2OC[C@H]1C | 0.3
O=C(CC1CC1)N1CC(=O)N2[C@@H](CO)[C@H](c3ccc(-c4ccccc4)cc3)[C@@H]2C1 | -1.9
CC(=O)N1[C@@H]2c3cccc(=O)n3C[C@@H]2[C@@H](CO)[C@@H]1C(=O)NCc1ccc(F)cc1 | 0.6

Reformatted as labelled records: entries from further up
> C[C@@H]1CN([C@H](C)CO)C(=O)c2cc(NS(C)(=O)=O)ccc2O[C@@H](C)CCCCO[C@H]1CN(C)Cc1ccc(C(=O)O)cc1
  TcdB GH inh = -0.7
> C/C=C/c1cnc2c(c1)C(=O)N([C@@H](C)CO)C[C@H](C)[C@@H](CN(C)C(=O)Nc1ccccc1F)O2
  TcdB GH inh = 0.2
> O=C(N[C@@H]1CC[C@H](CCNS(=O)(=O)c2ccc(Cl)cc2)O[C@@H]1CO)c1ccccn1
  TcdB GH inh = -0.3
> COCC(=O)N(C)C[C@H]1Oc2ncc(C#CCC3CCCC3)cc2C(=O)N([C@@H](C)CO)C[C@@H]1C
  TcdB GH inh = -1.8

More structures:
SMILES | TcdB GH inh
C[C@H](CO)N1C[C@H](C)[C@H](CN(C)C(=O)C2CCCCC2)OCCCC[C@H](C)Oc2ccc(NS(=O)(=O)c3ccc(F)cc3)cc2C1=O | 0.0
C[C@@H]1CCCCO[C@@H](CN(C)C(=O)c2ccccc2)[C@@H](C)CN([C@@H](C)CO)C(=O)c2cc(NS(=O)(=O)c3ccc(F)cc3)ccc2O1 | -0.1
CCc1nc(N2[C@@H](C#N)[C@H](c3ccccc3-c3ccc(F)cc3)[C@@H]2CO)sc1C | -0.2
CN(C)C(=O)c1ccc(-c2ccc([C@@H]3[C@H](C#N)N(C(=O)Cc4ccccn4)[C@H]3CO)cc2)cc1 | 0.5
C[C@@H]1CCCCO[C@H](CN(C)Cc2ccccc2)[C@H](C)CN([C@H](C)CO)C(=O)c2cc(NC(=O)CCC(F)(F)F)ccc2O1 | -1.3
CCCNC(=O)Nc1ccc2c(c1)C(=O)N(C)C[C@H](OC)[C@@H](C)CN(CCC)[C@H](C)CO2 | 0.5
CC(C)NC(=O)Nc1ccc2c(c1)C(=O)N([C@H](C)CO)C[C@@H](C)[C@H](CN(C)S(=O)(=O)c1cn(C)cn1)OCCCC[C@@H](C)O2 | 0.3
